# AddAB inh: less growth of phage-infected E. coli with AddAB; E. coli expressing H. pylori AddAB, absorbance growth; inhibition, % at 11.9 µM; 0.29% of 330,000 active; in the data active means inhibition above about 12%;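 further: 0% = vehicle wells of infected cells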
# SR-BI DiI-HDL act: activators of SR-BI mediated HDL lipid uptake | activation, % at 12.5 µM | AID 504775 | CHO ldlA[mSR-BI] cells, DiI-HDL uptake fluorescence, 3 h; 100 = double the neutral-control signal | 0.096% of 320,000 active;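 active means mean replicate activation of at least 60% and every replicate at or above 60%; inconclusive means mean or all-replicate condition met, but not both; inactive means mean below 60% and not all replicates reaching 60%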;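 further: 0% = median plate neutral-control signal and 100% = twice that signal; values of inactives mirror those of a sister screen read the other way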
#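 Material: SR-BI-overexpressing, LDLR-lacking CHO cells | Dosing: Single compound concentration, delivered by pin transfer | Probe or stimulus: Labelled HDL, 10 µg/mL | Signal: Bottom-read cell fluorescence after medium removal, ex 550/em 595 nm | Schedule: 3 h, 37 °C | Evaluation: HDL uptake via cellular fluorescence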
# CAL PDZ FP-1: blocks peptide binding to human CAL PDZ domain; Q9HD26; purified CAL PDZ, TMR-peptide fluorescence polarization, 1 h; inhibition, % at 20 µM; 0.02% of 330,000 active; AID 504414;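 active means highest replicate inhibition of at least 40%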;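 further: plate controls were DMSO neutral control wells for no effect and unlabeled competitor peptide control wells for full effect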
#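 Test system: purified CerCALP PDZ construct; Compound dosing: one concentration, 20 µM compound; Also added: TMR-labelled reporter peptide T*-PRC34 bound in PDZ groove; Read-out: inhibition from polarization loss; Controls: unlabelled peptide and DMSO controls; Signal: FP readout, S and P plane fluorescence; Incubation: 1 h at RT.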
# CAL PDZ FP-2: inhibitors of human CAL PDZ peptide binding | Q9HD26 | purified CAL PDZ, TMR-peptide fluorescence polarization, 1 h | inhibition, % at 24.9 µM | 0.92% of 300,000 active | AID 602252;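 active means mean inhibition of at least 30% with at least half of replicates also reaching 30%; inconclusive means no clear call, values can overlap the other calls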;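 further: 0% = DMSO neutral control and 100% = excess unlabeled competitor peptide PRC23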
# Wnt bcat act: activators of Wnt/beta-catenin signaling. Wnt/beta-catenin reporter cell assay, activator, plate reader. activation, % at 9.35 µM. 1.2% of 300,000 active. AID 743398; in the data active means activation above about 30%, passing the limit was not always enough; inconclusive means no clear call, values can overlap the other calls;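 further: 0% = neutral control wells and 100% = positive control wells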
# phage Ecoli inh: E. coli growth loss with phage present; growth absorbance; inhibition, % at 11.9 µM; 0.26% of 360,000 active; in the data active means inhibition above about 11%
# Ecoli viability: reduces bacterial viability in AddAB counter-screen; 0.27% of 330,000 active; E. coli V3065 growth, OD600 absorbance, 18 h; AID 449728; inhibition, % at 11.9 µM;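 active means inhibition above the campaign's mean inhibition across all tested compounds plus 3 SD, cut at about 9.9% in these data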;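 further: uninfected addAB+ strain grown without phage in ampicillin broth; 0% = DMSO wells and 100% = ciprofloxacin 0.95 µg/ml wells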
# SR-BI DiI inh: mouse SR-BI HDL lipid transfer inhibition | 0.96% of 320,000 active | inhibition, % at 12.5 µM | Q61009 | ldlA[mSR-BI] CHO cells, DiI-HDL uptake fluorescence, 3 h;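 active means mean replicate inhibition of at least 70% and a set share of replicates each scoring 70 or more; inconclusive means meets just one of the two criteria; inactive means fails both criteria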;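 further: 0% = median of neutral control wells and 100% = median of positive control wells; values of inactives mirror those of a sister screen read the other way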
# Target sequence (Q61009 whole entry, looked up): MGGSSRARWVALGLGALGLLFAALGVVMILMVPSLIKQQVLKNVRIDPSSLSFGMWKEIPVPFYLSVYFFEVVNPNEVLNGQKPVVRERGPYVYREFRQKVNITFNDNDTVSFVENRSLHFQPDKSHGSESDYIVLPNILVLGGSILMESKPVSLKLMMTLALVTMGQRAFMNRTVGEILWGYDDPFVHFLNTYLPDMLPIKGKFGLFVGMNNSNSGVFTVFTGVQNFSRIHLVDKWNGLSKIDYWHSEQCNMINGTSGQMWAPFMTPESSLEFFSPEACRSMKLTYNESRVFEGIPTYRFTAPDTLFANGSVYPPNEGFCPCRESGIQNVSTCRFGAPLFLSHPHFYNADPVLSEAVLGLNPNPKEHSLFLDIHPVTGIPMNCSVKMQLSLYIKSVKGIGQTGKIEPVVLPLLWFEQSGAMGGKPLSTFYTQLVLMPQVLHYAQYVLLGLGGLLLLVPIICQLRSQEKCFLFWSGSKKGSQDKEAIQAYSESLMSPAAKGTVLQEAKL
# MITF act: increases MITF-driven TRPM1 promoter luciferase signal | AID 588334 | SK-MEL-5 TRPM1-promoter luciferase, 24 h; % of positive control, neutral wells = 0 | 0.75% of 300,000 active | activation, % at 12.5 µM;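 active means mean activation of at least 80% with every replicate also reaching 80%; inconclusive means mean reaches 80% but some replicate falls short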;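 further: 0% = neutral control wells and 100% = parthenolide positive control wells; values of inactives mirror those of a sister screen read the other way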
# Tat transport: E. coli Tat transport inhibition; E. coli MC4100 TorA-mCherry Tat export, fluorescence; inhibition, % at 10 µM; 0.036% of 340,000 active;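 active means mean replicate inhibition at least 50% and at least half of replicates individually reaching 50%; inconclusive means only one of the two criteria met; inactive means neither criterion met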;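 further: exported cargo escapes ClpAP degradation while cytoplasmic cargo is degraded and loses fluorescence; 0% = median of neutral control wells and 100% = median of NaSCN control wells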
# * marks the source's active call; other numbers are inactive results; ? = inconclusive; . = not tested or not shown.
Molecule,AddAB inh,SR-BI DiI-HDL act,CAL PDZ FP-1,CAL PDZ FP-2,Wnt bcat act,phage Ecoli inh,Ecoli viability,SR-BI DiI inh,MITF act,Tat transport
COc1ccc(NC(=O)c2cc(S(=O)(=O)N3CCCCC3)c[nH]2)cc1Cl,-0.6,-25,0.5,.,-3,3.4,0.4,26,.,-4
COC(=O)COc1ccc2cc(-c3ccccc3)c(=O)oc2c1,2.9,1,-2.9,-14,-2,-2.5,0.2,-1,0,-10
COc1ccc(OC)c(C2=NS(=O)(=O)N(C)C(C(=O)NCc3cccs3)=C2)c1,-0.2,-10,-2.6,0,0,-0.2,-3.3,10,-1,1
O=C(CN1C(=O)S/C(=C\C=C\c2ccccc2)C1=O)N1CCOCC1,-1.0,.,.,.,-4,5.7,-2.5,.,.,.
CNC(=O)N(O)C1N(c2ccccc2)C(=S)SC1(C)C (centres undefined),2.2,42,-0.5,-5,-4,0.7,2.4,-42,1,-2
NC(=O)COC(=O)c1cc(=O)[nH]c2ccc(S(=O)(=O)Nc3ccc(F)cc3)cc12,1.6,35,-0.5,-6,-2,1.6,-0.1,-35,-2,-7
O=C(CN1CCN(c2ccccc2O)CC1)Nc1cc(S(=O)(=O)N2CCCC2)ccc1Cl,-0.9,-34,0.8,-9,-2,-2.6,-0.7,34,-19,-2
CC(C)(C)c1cc(OC(=O)C2CCCC2)ccc1O,-0.1,-10,0.1,-5,0,2.5,2.0,10,-2,10
O=C(c1cc(-c2ccccc2O)on1)N1CCOCC1,2.7,19,-2.5,-2,35*,1.1,-0.1,-19,96*,-6
COCCNC(=O)C1Nc2ccc(C(F)(F)F)cc2C2C=CCC12 (centres undefined),4.2,-11,-1.5,-2,-3,1.7,1.1,11,10,0
COc1ccc(CONc2ncnc3nonc23)cc1[N+](=O)[O-],2.5,-16,-7.5,-3,-2,1.8,2.4,16,-2,-3
OCCNc1nc(Nc2ccccc2Cl)nc(N2CCCC2)n1,0.9,-25,0.1,-4,-2,2.3,-2.7,25,11,3
COC(C[C@@H]1O[C@@H]1[C@@H](O)[C@@H](C)OCc1ccccc1)OC,.,12,1.0,5,8,1.9,.,-12,0,5
CC1CC2(CCCCC2)Nc2c1ccc1ccccc21 (centres undefined),3.9,-24,-0.3,-1,2,-0.3,0.6,24,-2,1
O=C(c1ccc(Cl)cc1)N1CCCC(C(=O)N2CCN(c3ccccc3)CC2)C1 (centres undefined),4.9,.,.,.,-1,0.7,2.3,.,.,.
COc1ccc(S(=O)(=O)Nc2nc3c(s2)CCCC3)cc1,3.3,13,-2.6,1,7,5.3,-1.4,-13,3,?
COc1cc(OC)cc(C(=O)N[C@H](C(=O)OCC(=O)Nc2ccc(C)cc2C)C(C)C)c1,4.2,-35,-2.3,-3,6,1.5,2.7,35,1,3
CC(c1ccccc1)n1c(N2CCNCC2)nc2c1c(=O)[nH]c(=O)n2C (centres undefined),.,4,0.0,0,0,3.1,.,-4,0,1
Cn1c(/C(C#N)=C(\O)CN2CCN(Cc3ccccc3)CC2)nc2ccccc21,1.2,22,-1.0,-4,.,-2.3,-3.1,-22,-5,4
CCN(CC(=O)NCc1ccc(F)cc1)Cc1nc2cc(Cl)ccc2c(=O)[nH]1,1.5,-3,.,-1,-2,2.0,-0.8,3,4,-13
COc1ccc(-c2cc(C(=O)Nc3ccc(C)c(N)c3)c3ccccc3n2)cc1,4.9,-63,-0.1,-4,2,4.3,0.6,63,53,0
CC1C(=O)N2CCCc3cc(NS(=O)(=O)c4ccc(F)cc4)cc1c32 (centres undefined),-0.4,-6,-2.7,-3,-1,0.8,0.3,6,4,5
O=C(O)C1Cc2c([nH]c3ccccc23)C(c2ccc3c(c2)OCO3)N1 (centres undefined),2.3,-4,-0.9,-22,2,2.0,-0.2,4,-1,-2
Cn1c(=O)c2c(nc3sccn32)n(C)c1=O,2.0,69*,-0.3,-1,.,3.1,-0.6,-69,0,9
Cc1nn(-c2ccccc2)c(Cl)c1C(=O)NCC(C)C,1.6,0,-0.2,-7,.,2.9,-1.7,0,6,5
COc1ccccc1N(CC(=O)NCC1CCCO1)C(=O)CNS(=O)(=O)c1ccc(C)cc1 (centres undefined),0.1,3,-2.3,.,.,-1.2,-2.6,-3,-7,8
CCOc1ccccc1C(=O)Nc1cccc2ccccc12,1.8,-37,-1.4,-4,1,-3.6,2.4,37,.,5
COc1ccccc1NC(=S)N1C2CCC1CC(NC(=O)NC13CC4CC(CC(C4)C1)C3)C2 (centres undefined),-0.2,-31,-1.4,12,3,4.3,-2.4,31,-32,-7
CCOC(=O)N1CCN(C(=O)CCn2nc(-c3ccc(Cl)cc3)ccc2=O)CC1,4.1,-8,-1.4,-2,.,2.0,2.5,8,-5,-5
Cc1cc(OCC(=O)Nc2ccc(CN3CCCCC3)cc2)ccc1Cl,-1.2,-4,-1.3,-3,-3,3.6,2.1,4,10,-6
COc1ccc(NS(=O)(=O)c2cccc(N3CC(O)=C(c4ccccc4)C3=N)c2)cc1,3.2,21,-2.4,-2,-4,4.4,3.0,-21,-2,1
CC(C)Oc1ccc(S(=O)(=O)N2CCOCC2)cc1NC(=O)C1=NN(c2ccccc2)C(=O)CC1,.,-10,-9.6,-1,0,-1.5,.,10,3,6
COc1ccc(C2CC(=O)N(CC(=O)NCC3CCCO3)c3ccccc3S2)cc1 (centres undefined),0.8,26,-1.5,-4,-4,4.8,1.3,-26,-2,-5
O=C(C1=C[C@H](c2ccccc2)C[C@H](OCc2ccc(CO)cc2)O1)N1CCN(Cc2ccc3c(c2)OCO3)CC1,1.6,-10,-2.0,-2,1,1.4,0.6,10,-7,-2
CC(C)c1ccccc1-n1cc[nH]c1=S,2.4,-1,-1.3,-4,1,3.1,-0.1,1,-4,-6
Cc1ccccc1S(=O)(=O)Nc1cccnc1,0.1,11,.,0,.,1.9,2.6,-11,2,-5
COCCn1c(SCC(=O)N2CCC(C)CC2)nc2c(c1=O)SCC2,-0.3,6,-2.5,0,0,0.9,-1.7,-6,-11,5
CCN(CC1COc2ccccc2O1)S(=O)(=O)c1ccc(C)cc1 (centres undefined),3.4,-3,-0.5,-10,.,-1.6,-0.2,3,-3,7
CC1(C)CC2(CC(c3ccccc3)c3ccc(O)cc3O2)NC(=S)N1 (centres undefined),-0.3,-72,-1.1,-1,-2,1.5,-0.8,72*,-21,-5
O=C(NC1CCCCCC1)c1cc(S(=O)(=O)N2CCOCC2)ccc1F,1.8,-15,-1.1,-6,7,1.0,0.4,15,-2,0
Clc1ccc(-c2nnc(SCc3ccon3)o2)c(Cl)c1,0.3,37,-3.2,1,.,1.2,2.9,-37,38,4
COc1ccc(CC2S/C(=C(\C#N)C(=O)NCc3ccco3)N(c3ccc(C)cc3)C2=O)cc1 (centres undefined),-1.4,-9,0.1,-4,.,2.5,-2.9,9,-14,-6
CCCCn1c(=O)n(CC(=O)Nc2ccc(OC)c(Cl)c2)c(=O)c2c1nc(CO)n2CCC,1.5,-14,-2.2,-3,.,1.4,-0.3,14,1,-6
CC(C)c1ccc(OCC(=O)NCc2n[nH]c(=O)c3ccccc23)cc1,-3.2,17,0.1,-3,-3,8.6,2.1,-17,1,1
O=C(CSc1nc(C2CCCCC2)n(-c2ccccc2)n1)NCC(F)(F)F,-0.9,-19,0.5,-1,.,-0.2,-2.2,19,-8,8
CN(C)c1nc(C(=O)OCCO)nc(N(C)C)n1,-0.7,-1,-0.3,4,-1,1.7,-2.9,1,.,-3
Cc1cccc(NC(=O)CSc2nccn2C)c1,3.0,18,-0.9,-3,.,1.7,-2.9,-18,11,6
C=CCn1c(SCC(=O)NCCc2ccccc2)nc2c([nH]c3ccccc32)c1=O,1.3,10,-0.1,-4,4,0.9,1.9,-10,-3,2
COc1ccc(/C=C/C(=O)OCC(=O)Nc2cccc(S(=O)(=O)NC3=NCCCCC3)c2)cc1,-1.1,3,-2.5,-4,-2,-0.6,-6.1,-3,0,-2
COC(=O)C1CCC(=S)N1C(=O)c1ccccc1 (centres undefined),2.2,17,-2.2,-2,-1,0.0,0.6,-17,.,3

# Some of the entries above in a different format.
Molecule: CN(C)c1nc(C(=O)OCCO)nc(N(C)C)n1
  AddAB inh: -0.7
  SR-BI DiI-HDL act: -1
  CAL PDZ FP-1: -0.3
  CAL PDZ FP-2: 4
  Wnt bcat act: -1
  phage Ecoli inh: 1.7
  Ecoli viability: -2.9
  SR-BI DiI inh: 1
  MITF act: .
  Tat transport: -3
Molecule: O=C(CSc1nc(C2CCCCC2)n(-c2ccccc2)n1)NCC(F)(F)F
  AddAB inh: -0.9
  SR-BI DiI-HDL act: -19
  CAL PDZ FP-1: 0.5
  CAL PDZ FP-2: -1
  Wnt bcat act: .
  phage Ecoli inh: -0.2
  Ecoli viability: -2.2
  SR-BI DiI inh: 19
  MITF act: -8
  Tat transport: 8
Molecule: Cc1cccc(NC(=O)CSc2nccn2C)c1
  AddAB inh: 3.0
  SR-BI DiI-HDL act: 18
  CAL PDZ FP-1: -0.9
  CAL PDZ FP-2: -3
  Wnt bcat act: .
  phage Ecoli inh: 1.7
  Ecoli viability: -2.9
  SR-BI DiI inh: -18
  MITF act: 11
  Tat transport: 6
Molecule: COC(=O)C1CCC(=S)N1C(=O)c1ccccc1 (centres undefined)
  AddAB inh: 2.2
  SR-BI DiI-HDL act: 17
  CAL PDZ FP-1: -2.2
  CAL PDZ FP-2: -2
  Wnt bcat act: -1
  phage Ecoli inh: 0.0
  Ecoli viability: 0.6
  SR-BI DiI inh: -17
  MITF act: .
  Tat transport: 3

# Additional results follow:
Molecule,AddAB inh,SR-BI DiI-HDL act,CAL PDZ FP-1,CAL PDZ FP-2,Wnt bcat act,phage Ecoli inh,Ecoli viability,SR-BI DiI inh,MITF act,Tat transport
NNC(=O)c1ccc(NS(=O)(=O)c2ccc(Br)cc2)cc1,1.7,.,.,.,1,2.1,0.6,.,.,.
CN(Cc1ccccc1)c1ncnc(N)c1[N+](=O)[O-],2.0,-8,-0.1,4,-1,3.4,-0.8,8,27,-4
NC(=O)C(C(=O)/C=C/c1ccc(Cl)cc1)=C1SCCS1,-1.0,.,-2.8,0,-2,-1.0,-1.5,.,-37,10
CC(=O)C1=C(O)C(=O)N(CCCCCC(=O)O)C1c1ccc(N(C)C)cc1 (centres undefined),3.9,.,-1.2,1,-2,2.0,-0.1,.,7,-1
COCc1[nH][nH]c(=O)c1C=Nc1ccc(F)cc1F,1.4,7,-1.8,-4,-2,1.7,0.5,-7,1,-4
COc1ccc(C(=O)N[C@H](C(=O)NCC2CCCCC2)C(C)C)cc1,-0.2,.,-3.8,-8,4,1.1,-1.0,.,4,5

# From PubChem
